# CXCR6 inh: blocks human CXCR6 beta-arrestin recruitment; O00574; CHO-K1 PathHunter CXCR6 beta-arrestin, luminescence; inhibition, % at 20 µM; actives 0.36% (n = 360,000); AID 602244; in the data active = inhibition above about 34%, passing the limit was not always enough;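 also: antagonist mode with CXCL16 agonist at 10 nM final; 0% = 10 nM CXCL16 with DMSO and 100% = unstimulated wells without agonist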
# Target sequence (O00574 whole entry, looked up): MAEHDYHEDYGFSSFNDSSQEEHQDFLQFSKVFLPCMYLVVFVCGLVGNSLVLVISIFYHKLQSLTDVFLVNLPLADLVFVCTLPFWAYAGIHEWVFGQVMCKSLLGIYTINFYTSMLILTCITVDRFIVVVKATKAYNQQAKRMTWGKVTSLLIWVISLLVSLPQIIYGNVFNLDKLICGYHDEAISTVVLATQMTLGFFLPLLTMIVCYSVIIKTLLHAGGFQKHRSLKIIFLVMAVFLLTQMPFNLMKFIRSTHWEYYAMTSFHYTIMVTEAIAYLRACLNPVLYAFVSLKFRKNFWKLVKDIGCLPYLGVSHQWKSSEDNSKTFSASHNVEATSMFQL
# CCR6 antagonist: blocks CCL20-driven beta-arrestin recruitment at human CCR6; CHO-K1 CCR6 PathHunter beta-arrestin, luminescence, CCL20-stimulated; inhibition, % at 20 µM; actives 0.49% (n = 340,000); AID 493098;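 active = compounds whose inhibition of the agonist-driven luminescence signal at 20 µM reaches about 50%, limit read from the data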;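 also: cells stimulated with CCL20 at 14 nM final; plate controls were DMSO with CCL20 for no effect and DMSO without agonist for full effect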
# UBC13 polyUb: human UBC13 polyubiquitination inhibition | UBC13 polyubiquitin chain formation, TR-FRET | actives 0.47% (n = 330,000) | inhibition, % at 20 µM; in the data active = inhibition above about 45%, passing the limit was not always enough
# APJ antag: antagonists of human APJ apelin receptor; P35414; CHO-K1 APJ beta-arrestin complementation, luminescence; inhibition, % at 20 µM; actives 0.32% (n = 330,000);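 active = inhibition above about 40% at 20 µM, limit read from the data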;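 also: cells challenged with 10 nM apelin-13 agonist together with compound; plate controls were apelin-13 plus DMSO wells for no effect and DMSO wells lacking apelin-13 for full effect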
# Target sequence (P35414 whole entry, looked up): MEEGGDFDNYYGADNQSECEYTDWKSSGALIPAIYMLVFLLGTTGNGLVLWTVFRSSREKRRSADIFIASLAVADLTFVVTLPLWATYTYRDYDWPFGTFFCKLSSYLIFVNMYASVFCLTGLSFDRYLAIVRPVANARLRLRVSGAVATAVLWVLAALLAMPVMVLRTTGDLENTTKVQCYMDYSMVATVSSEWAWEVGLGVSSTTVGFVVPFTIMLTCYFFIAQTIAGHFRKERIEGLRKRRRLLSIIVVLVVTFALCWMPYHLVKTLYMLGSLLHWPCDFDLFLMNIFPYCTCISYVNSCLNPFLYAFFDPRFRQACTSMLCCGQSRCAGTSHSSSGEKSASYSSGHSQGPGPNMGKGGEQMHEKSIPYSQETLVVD
# ATG4B inh: blocks human ATG4B protease cleavage of LC3 substrate. ATG4B cleavage of LC3-PLA2, NBD-HPC fluorescence, 1 h. inhibition, % at 8.33 µM. actives 0.51% (n = 340,000); in the data active = inhibition above about 40%
# EBI2 block: EBI2 (human) antagonism. P32249. EBI2 beta-arrestin recruitment, luminescence, 7a,25-OHC stimulated. inhibition, % at 5 µM. actives 0.81% (n = 360,000). AID 651636; in the data active = inhibition above about 38%;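 also: enzyme fragment complementation signal reports receptor beta-arrestin coupling in cells; 0% = agonist plus DMSO wells and 100% = wells without agonist; some results beyond the cut were filed as inactive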
# Target sequence (P32249 whole entry, looked up, the tested form may be a part): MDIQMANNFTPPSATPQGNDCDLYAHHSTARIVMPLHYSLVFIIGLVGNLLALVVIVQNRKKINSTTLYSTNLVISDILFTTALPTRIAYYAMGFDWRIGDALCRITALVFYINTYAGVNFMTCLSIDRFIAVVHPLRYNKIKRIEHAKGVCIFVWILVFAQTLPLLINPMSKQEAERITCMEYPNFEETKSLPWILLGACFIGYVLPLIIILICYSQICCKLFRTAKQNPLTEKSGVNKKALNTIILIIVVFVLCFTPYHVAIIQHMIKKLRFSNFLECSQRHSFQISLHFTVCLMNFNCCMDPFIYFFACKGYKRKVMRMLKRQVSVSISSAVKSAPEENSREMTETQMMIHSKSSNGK
# Gli-Sufu block: antagonists of Gli-Sufu signaling. actives 0.74% (n = 340,000). Sufu-KO-LIGHT fibroblasts, Gli luciferase reporter luminescence. inhibition, % at 5 µM;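 active = inhibition above about 55%, limit read from the data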;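 also: 0% = DMSO-treated cells and 100% = wells with medium but no cells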
# APJ ag: activates the human apelin receptor APJ | P35414 | CHO-K1 APJ PathHunter beta-arrestin, luminescence; 0% DMSO wells, 100% apelin | activation, % at 20 µM | actives 0.11% (n = 330,000) | AID 2520;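 active = activation more than six SD over the plate average, tested at 20 µM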;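 also: 0% = DMSO alone and 100% = apelin-13 at 10 nM; some results filed as inactive read as strong as hits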
#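 Assay system: CHO-K1 APJ beta-arrestin complementation cell line / Compound: single test compound dose, 20 µM final, 1% DMSO / Times: overnight seeding, 90 min compound at 25 °C, 1 h detection / Technique: beta-gal luminescence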
# Active calls of the source: *; . = no result given.
SMILES,CXCR6 inh,CCR6 antagonist,UBC13 polyUb,APJ antag,ATG4B inh,EBI2 block,Gli-Sufu block,APJ ag
CC(=O)Nc1ccc(S(=O)(=O)Nc2ccc3ccccc3n2)cc1,1,-3,1,4,-9,-3,6,-1
C=CCSc1ncccc1C(=O)O,-12,9,6,-6,6,-12,-6,-4
O=C(NCCN1CCCCC1)c1cccc2c1C(=O)c1ccc(N3CCCC3)cc1S2(=O)=O,6,13,-157,9,0,-4,9,2
COc1ccc(CCC(=O)OC(C)C(=O)c2ccc(C)cc2)cc1 (stereo not drawn),4,26,-5,3,3,12,0,1
Fc1cccc(NC(=S)NCCc2ccccc2)c1,-8,5,4,-10,5,-1,44,-1
Cc1cccc(N/N=C/c2ccncc2)c1,-4,1,-2,-12,17,2,2,1
CC(C)CCN1CCN(Cc2cccn2-c2ccc(Cl)cn2)CC1CCO (stereo not drawn),-7,17,-6,2,-15,9,26,-4
O=C(CCCN1C(=O)/C(=C/c2cccs2)SC1=S)Nc1cccc(O)c1,7,21,-2,7,-9,11,25,-4
CCc1noc(C)c1C(=O)N(CC(C)C)c1c(N)n(Cc2ccccc2)c(=O)[nH]c1=O,-4,9,-2,2,10,-5,-5,-1
CCc1ccccc1OCC(=O)Nc1ccc(S(N)(=O)=O)cc1,-5,-12,-8,-5,-5,13,6,-3
O=C(CCCCCCCC(=O)NNC(=O)Nc1ccccc1)NNC(=O)Nc1ccccc1,-4,-8,2,-23,5,8,-2,0
C=CCOC(=O)C1=C(C)NC(=O)NC1c1ccc2c(c1)OCO2 (stereo not drawn),-7,18,-3,8,0,2,-4,2
CC(C(=O)NCc1ccccc1)N1C(=O)C2CC=C(Cl)CC2C1=O (stereo not drawn),-4,1,2,6,-9,-1,-6,-2
CCCC(CC)Sc1nc2c([nH]1)c(=S)n(C)c(=O)n2C (stereo not drawn),36,44,.,.,0,22,13,.
CN(C(=O)c1cccs1)c1ccc(OCC(=O)N2CCC(C(N)=O)CC2)cc1,-4,-2,2,12,-4,-3,34,-3
CN(C)c1ccc(S(=O)(=O)N2CCCCC2)cc1NC(=O)CCNC(=O)c1ccc(Cl)cc1,2,16,9,7,-11,-3,3,-2
CCCCC1CCC(C(=O)Nc2ccc(S(=O)(=O)Nc3nccs3)cc2)CC1 (stereo not drawn),-1,-11,-42,-6,18,3,7,0
COc1cc(NC(=O)c2cc(-c3ccc4c(c3)OCO4)on2)cc(OC)c1OC,-6,7,5,7,-2,-6,12,-1
CCC1CCCCN1S(=O)(=O)c1ccc2[nH]c(=O)ccc2c1 (stereo not drawn),2,7,-2,9,-12,10,-1,-3
O=S(=O)(c1ccc(Cl)cc1)N1CCCC1c1nc(-c2ccc(Cl)cc2)no1 (stereo not drawn),0,10,-15,-4,-4,3,1,6
CCC(COC)NC(=O)c1ccc(OC)c(OC2CCN(C(C)=O)CC2)c1 (stereo not drawn),-5,10,-1,-1,-1,-8,-1,-4
COc1cccc(N(CC(=O)NCc2ccccc2)C(=O)CCC(=O)Nc2nccs2)c1,-5,4,-4,-6,-5,8,-5,0
c1ccc(-c2n[nH]nc2-c2ccccc2)cc1,4,-15,1,-26,4,-17,2,2
C=CCn1c(N)cc(=O)nc1SCC(=O)Nc1ccc(C(=O)OC)cc1,-1,11,5,6,1,-8,-4,0
O=C(CCCN1C(=O)/C(=C/c2ccccc2OC(F)F)SC1=S)Nc1cccnc1,6,20,-12,10,1,30,-1,-1

# 3 of the entries above in order of the CCR6 antagonist value, falling.
Structure	CCR6 antagonist
COc1ccc(CCC(=O)OC(C)C(=O)c2ccc(C)cc2)cc1 (stereo not drawn)	26
O=C(CCCN1C(=O)/C(=C/c2ccccc2OC(F)F)SC1=S)Nc1cccnc1	20
O=C(NCCN1CCCCC1)c1cccc2c1C(=O)c1ccc(N3CCCC3)cc1S2(=O)=O	13

# Further structures:
SMILES,CXCR6 inh,CCR6 antagonist,UBC13 polyUb,APJ antag,ATG4B inh,EBI2 block,Gli-Sufu block,APJ ag
Cn1c(=O)[nH]c(=O)c2c1nc(N1CCC(Cc3ccccc3)CC1)n2Cc1ccccc1,12,17,7,10,-5,26,8,-1
Cc1ccc(CSc2nc3c(c(N(C)C)n2)CCCC3)cc1,10,23,5,12,1,12,6,-7
CC(O)c1nc2cc([N+](=O)[O-])ccc2n1Cc1ccccc1 (stereo not drawn),7,7,-3,16,-7,1,-7,-4
N#Cc1ccc(S(=O)(=O)NC2CCN(Cc3ccccc3)CC2)cc1,-2,2,6,9,5,-8,7,3
CC(=O)COc1ccc2c(-c3ccccc3)cc(=O)oc2c1C,-1,17,-7,-17,-5,10,-5,-3
CCOC(=O)c1nn(-c2ccccc2)c(=O)c2c(NC(C)=O)scc12,4,-8,-3,16,-8,1,-11,-4
Cc1ccc(S(=O)(=O)N2CCN(Cc3ccccc3)CC2)c(C)c1N(C)S(=O)(=O)c1ccccc1,8,-1,-7,0,0,9,16,-3
O=C(C1=C(O)C(=O)N(CCCn2ccnc2)C1c1cccc(Br)c1)c1ccco1 (stereo not drawn),0,6,-23,17,1,-15,0,3
Cc1cc(C)n(CC(=O)NCCC2=CCCCC2)n1,-2,12,3,23,-2,1,7,-1
CC(=O)c1cc(C(=O)N2CCc3c([nH]c4ccccc34)C2CC(C)C)[nH]n1 (stereo not drawn),4,9,1,1,-6,-1,0,-4
Cc1ccc(OCCCCN2CCCC(C)C2)c([N+](=O)[O-])c1 (stereo not drawn),1,9,-5,5,-6,-2,10,-3
NS(=O)(=O)c1ccc(S(=O)(=O)NCCc2ccccc2)cc1,1,14,3,20,-7,-2,6,0
NNC(=O)c1csc(COc2cc(Cl)cc(Cl)c2)n1,-14,5,3,21,0,1,-1,2
CSc1nsc(SCC(=O)Nc2ccccc2C(=O)O)n1,-8,-11,-7,-29,1,-6,16,3
O=C(c1ccc(OC2CCN(CCc3ccccc3)CC2)cc1)N1CCCC(CCCO)C1 (stereo not drawn),0,11,1,-4,17,-4,12,0
COc1ccc(C2=CC(=O)C[C@H](c3ccc(OC)c(OC)c3)C2)cn1,-2,8,6,3,-10,-7,18,-4
O=C(CSc1ncccc1C(=O)O)NC12CC3CC(CC(C3)C1)C2,-10,-1,-3,0,-3,-2,1,-1
Cc1cc(Cl)ccc1NC(=S)NCCCO,1,0,9,-6,7,-5,0,-2
Fc1ccc2nc3[nH]c4ccccc4c3nc2c1,-6,14,-30,-1,7,10,-89,7
Cc1ccc(CNc2oc(C)nc2C#N)cc1,0,-5,0,15,-6,1,-3,2
C=CCn1c(SCc2cc(=O)n3ccsc3n2)nc2sc(C)c(C)c2c1=O,.,14,3,6,34,.,-7,0
O=[N+]([O-])c1ccc(N2CCCC2)cc1NCc1ccccc1,11,30,-7,16,8,37,-4,-3
Cc1cccc(NC(=O)CCNC(=O)c2ccco2)c1,-3,-1,-1,-1,8,2,-31,-2
COc1cccc(NC(=O)CCc2nnc3ccc(NCc4ccco4)nn23)c1,0,17,-2,9,-2,7,16,-6
COc1ccc(OC(=O)c2c(C)nn(-c3ccccc3)c2C)cc1,10,15,5,20,-8,15,-28,-3
# (continued)
SMILES,CXCR6 inh,CCR6 antagonist,UBC13 polyUb,APJ antag,ATG4B inh,EBI2 block,Gli-Sufu block,APJ ag
COc1cc(-c2ccc(NC(=O)CN3CCC(C)CC3)c(OC)c2)ccc1NC(=O)CN1CCC(C)CC1,6,13,.,.,-3,23,3,.
O=C(Nc1ccc(F)c(F)c1)c1ccccc1,-3,-6,-13,-7,-4,6,-42,0
COc1cccc(-c2cc(C(=O)Nc3ccc(OC)c(OC)c3)no2)c1,-2,3,17,2,-10,8,-1,-3
CC(OC(=O)c1ccc(NC(=O)CC#N)cc1)C(=O)NCCC1=CCCCC1 (stereo not drawn),0,2,-1,-1,-9,5,-34,-3
CCCC(=O)OCCNc1cc(SCc2ccco2)c2nonc2c1[N+](=O)[O-],38*,67*,-38,-23,-7,-26,-4,5
OCC[C@H]1C[C@@H](O)[C@H](O)[C@]2(CCc3ccccc3CO2)O1,-3,7,5,0,2,-5,-2,-1
Nc1nc(SCC(=O)Nc2cc(C(F)(F)F)ccc2N2CCOCC2)n[nH]1,-14,9,4,-32,-3,-1,3,-6
COC(=O)C(C(=O)OC)C(C(C)C)C(C(=O)OC)C(=O)OC,5,-9,7,4,-6,-1,-5,1
c1ccc2c(-c3nnc4n3CCCCC4)cc(-c3ccncc3)nc2c1,1,-19,1,0,13,-3,-5,-2
CCOc1ccccc1C(=O)NC(C(=O)OCC(=O)Nc1nnc(-c2ccccc2)o1)C(C)C (stereo not drawn),-1,-6,-19,13,22,0,-2,-5
CN(C)S(=O)(=O)c1ccc(N2CCCC2)c(C(=O)N2CCN(c3ccc([N+](=O)[O-])cc3)CC2)c1,-3,11,-2,-3,-15,9,25,-2
Cc1cccc(NC(=O)C2CCN(S(=O)(=O)c3cccc4cccnc34)CC2)n1,9,34,6,13,-3,-4,-9,-5
COc1ccc(-c2nc(C#N)c(N3CCOCC3)o2)cc1OC,6,8,-5,-8,-4,-1,-8,-2
C=CCNC(=O)c1cc2nc(C3CC3)cc(C(F)F)n2n1,4,-3,0,6,8,-3,-1,-4
CCOc1ccc(C(=O)NCCCn2ccnc2)cc1,10,-1,2,0,-11,-7,-3,0
Cc1ccc(OCCNC(=O)c2ccco2)cc1C,-8,13,1,24,4,13,-9,-4
CCCCOC(=O)c1ccc(NC(=O)c2nn(C)cc2Br)cc1,-11,12,9,2,-20,18,-15,-1
COc1ccc(/C=C2\C(=O)NC(=O)c3ccccc32)cc1OC,-2,24,.,.,32,-21,4,.
Cc1cc(C(=O)O)ccc1-c1ccc(CO)o1,0,7,-13,23,2,3,-10,-4
O=C(O)c1ccc(/C=N/Nc2ccc(F)cc2F)cc1,-9,3,-19,15,-6,-8,-138,-1
O=C(COC(=O)c1ccc(O)cc1)Nc1cc(C(F)(F)F)ccc1N1CCOCC1,-2,-2,4,-5,-4,1,-5,-3
COc1ccc(N2C(=O)CC(N3CCN(S(=O)(=O)c4cc(C)ccc4C)CC3)C2=O)cc1 (stereo not drawn),-1,-13,5,-4,-11,-4,1,-1
COc1cccc(N2CCN(S(=O)(=O)c3ccc4ccccc4c3)CC2)c1,2,8,-8,10,-9,-9,-33,-2
O=C(CSc1nc2ccccc2c(=O)n1Cc1ccco1)N1CCCC1,4,8,10,10,-11,2,-12,-4
Cc1ccc(OC(=S)Nc2ccc(F)cc2)cc1,-10,-31,2,7,-8,-1,-2,0

# As entered above:
# OCC[C@H]1C[C@@H](O)[C@H](O)[C@]2(CCc3ccccc3CO2)O1 – ATG4B inh = 2
# CCOc1ccc(C(=O)NCCCn2ccnc2)cc1 – CCR6 antagonist = -1
# COc1cc(-c2ccc(NC(=O)CN3CCC(C)CC3)c(OC)c2)ccc1NC(=O)CN1CCC(C)CC1 – Gli-Sufu block = 3

# (list continues)
SMILES,CXCR6 inh,CCR6 antagonist,UBC13 polyUb,APJ antag,ATG4B inh,EBI2 block,Gli-Sufu block,APJ ag
O=C(CSc1nnc(-c2ccc(Br)cc2)o1)Nc1cccc2ccccc12,3,11,1,6,10,0,-31,-4
O=C(CC1SC(N2CCCCC2)=NC1=O)Nc1ccc(C(=O)O)cc1 (stereo not drawn),-5,8,-1,15,1,-3,-1,-4
COCC(=O)Nc1nnc(CCc2ccccc2)s1,10,-16,-4,15,-3,-27,-16,0
COc1ccc(N2CCN(C(=O)CSc3ncccc3-c3nc4ccccc4[nH]3)CC2)cc1,-4,3,-16,-5,-5,8,3,2
CCc1ccccc1OCC(=O)Nc1ccc(F)c(S(=O)(=O)N2CCOCC2)c1,-1,9,4,-9,2,7,1,-6
O=C(NCCS(=O)(=O)NCCc1ccccc1)c1ccc2c(c1)OCO2,-10,-3,10,-32,-7,-1,-85,-2
O=Nc1c(O)n(Cc2ccccc2)c2ccccc12,9,11,-5,16,-2,1,2,-5
